# KB-3-1 cytotox – KB-3-1 parental cell cytotoxicity; KB-3-1 viability, CellTiter-Glo ATP luminescence, 72 h; Potency, µM (highest dose often 46.1 µM), for the others: at the highest dose activity change, negative = cytotoxic, most hits filed as cytotoxic; actives 1.4% (n = 400,000); AID 1347075; note: potency is the fitted concentration of half-maximal effect; % is set by controls: 0 for no effect and ±100 for the full control effect; nearly all actives have a fitted effect of over 60% in size
#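 Screening of KB-3-1 cells (DMEM, 10% FBS, phenol-red free) ran from lowest to highest compound concentration; after 72 h at 37 °C viability was read luminescently and curves fitted.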
# WRN inhibitor – blocks human WRN helicase | actives 0.46% (n = 360,000) | WRN helicase unwinding, fluorescent forked duplex, kinetic | Potency, µM (top dose mostly 114 µM), for inactives: at the highest dose activity change, negative = inhibition, hits mostly inhibitors | Q14191; note: potency is the fitted concentration of half-maximal effect; % is set by controls: 0 for no effect and ±100 for the full control effect; nearly all actives have a fitted effect of over 55% in size
# Target sequence (Q14191 whole entry, looked up): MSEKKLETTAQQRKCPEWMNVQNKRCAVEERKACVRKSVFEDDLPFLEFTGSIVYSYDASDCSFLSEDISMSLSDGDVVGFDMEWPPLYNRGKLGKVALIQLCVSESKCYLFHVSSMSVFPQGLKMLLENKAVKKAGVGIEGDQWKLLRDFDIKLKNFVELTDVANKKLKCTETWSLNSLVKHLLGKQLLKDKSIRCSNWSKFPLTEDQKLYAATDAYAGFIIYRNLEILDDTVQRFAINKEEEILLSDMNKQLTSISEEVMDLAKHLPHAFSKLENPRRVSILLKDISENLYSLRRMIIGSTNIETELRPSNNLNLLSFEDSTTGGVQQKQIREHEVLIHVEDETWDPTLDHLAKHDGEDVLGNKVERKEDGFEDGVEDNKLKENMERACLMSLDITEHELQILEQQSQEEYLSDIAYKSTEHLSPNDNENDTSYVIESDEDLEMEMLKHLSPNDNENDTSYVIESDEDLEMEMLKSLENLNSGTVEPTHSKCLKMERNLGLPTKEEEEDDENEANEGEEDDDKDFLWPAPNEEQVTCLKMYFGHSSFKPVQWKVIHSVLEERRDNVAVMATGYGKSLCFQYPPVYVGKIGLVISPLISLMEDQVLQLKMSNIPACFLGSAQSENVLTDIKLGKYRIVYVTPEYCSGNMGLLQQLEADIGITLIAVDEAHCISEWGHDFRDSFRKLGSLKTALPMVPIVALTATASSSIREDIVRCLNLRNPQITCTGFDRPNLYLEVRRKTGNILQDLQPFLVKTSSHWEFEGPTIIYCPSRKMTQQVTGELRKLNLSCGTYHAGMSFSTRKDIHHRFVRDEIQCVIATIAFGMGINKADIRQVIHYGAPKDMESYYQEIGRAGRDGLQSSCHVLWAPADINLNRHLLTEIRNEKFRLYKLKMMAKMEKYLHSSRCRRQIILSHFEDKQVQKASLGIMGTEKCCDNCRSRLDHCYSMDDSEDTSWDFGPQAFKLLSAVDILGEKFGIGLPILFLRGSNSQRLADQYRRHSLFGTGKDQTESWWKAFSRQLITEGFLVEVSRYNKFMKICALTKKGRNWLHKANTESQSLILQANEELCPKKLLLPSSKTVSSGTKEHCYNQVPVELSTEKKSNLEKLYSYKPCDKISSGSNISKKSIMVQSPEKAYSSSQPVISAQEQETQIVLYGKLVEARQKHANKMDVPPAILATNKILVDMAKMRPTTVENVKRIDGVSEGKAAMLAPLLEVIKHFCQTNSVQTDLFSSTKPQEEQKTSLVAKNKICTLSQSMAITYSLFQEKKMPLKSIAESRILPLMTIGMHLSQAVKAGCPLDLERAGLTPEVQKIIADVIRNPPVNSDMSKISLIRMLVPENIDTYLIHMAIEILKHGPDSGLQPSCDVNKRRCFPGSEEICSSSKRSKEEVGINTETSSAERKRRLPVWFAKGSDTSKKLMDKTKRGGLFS
#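 Primary qHTS, 1536-well format. 20 nM WRN + compound, 15 min RT; start with 100 nM forked fluorophore/quencher duplex, 2 mM ATP (final); kinetic read ex 525/em 598 nm.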
# KB-V1 MDR tox – KB-V1 MDR subline cytotoxicity. actives 3.4% (n = 400,000). AID 1347076. KB-V1 MDR cells viability, CellTiter-Glo, 72 h. Potency, µM (series often up to 46.1 µM), without a hit: top-dose activity change, negative = cytotoxicity, actives largely listed as cytotoxic; note: potency is the fitted concentration of half-maximal effect; % is set by controls: 0 for no effect and ±100 for the full control effect; nearly all actives have a fitted effect of over 60% in size
#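 KB-V1, DMEM (no phenol red) + 10% FBS; cpd pin-transferred, titration series; 72 h, 37 degrees C; CellTiter-Glo, luminescence. Data normalized, curve-fit.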
# MCF10A rerep – inducers of DNA re-replication in MCF 10A breast cells | actives 2.9% (n = 350,000) | Potency, µM (series often up to 46.1 µM), without a hit: at the top dose activity, positive = re-replication, actives largely listed as activators | MCF 10A DNA re-replication, Hoechst nuclear intensity, 48 h; note: potency is the fitted concentration of half-maximal effect; % of control where 0% means no effect; nearly all actives have a fitted effect of over 50% in size
# HT1080-NT tox – kills 2HG-producing HT-1080-NT fibrosarcoma cells; Potency, µM (doses to about 46.1 µM), inactives show at the highest dose activity, negative = less viability, actives largely listed as cytotoxic; HT-1080-NT fibrosarcoma viability, CellTiter-Glo ATP luminescence, 48 h; actives 1.6% (n = 360,000);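 note: NT is the 2HG producing partner of a matched IDH1 knockdown line; potency is the fitted concentration of half-maximal effect; 0% = DMSO-treated cells and -100% = media-only wells without cells; nearly all actives have a fitted effect of over 55% in size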
#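 Viability of the 2HG-overproducing fibrosarcoma line after 48 hours of compound exposure at 37 degrees C was determined by luminescence with CellTiter-Glo, and concentration-effect curves were then fitted and categorized.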
# SW480 rerep – inducers of DNA re-replication in SW480 colon cancer cells. SW480 DNA re-replication, Hoechst DNA content imaging, 48 h. Potency, µM (doses to about 46.1 µM), for the others: top-dose re-replication activation, most hits filed as activators. actives 1.8% (n = 340,000); note: potency is the fitted concentration of half-maximal effect; % of control where 0% means no effect; nearly all actives have a fitted effect of over 55% in size
#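 Hoechst fluorescence of nuclei (405 nm excitation, 500-530 nm emission) measured by plate-scanning imager after 48 hr compound exposure at 37 C; re-replication scored as increased number of nuclei with elevated intensity.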
# HT1080 IDH1KD tx – toxicity to HT-1080 IDH1 knockdown cells (counter line); HT-1080 IDH1 knockdown viability, ATP luminescence, 48 h; Potency, µM (highest dose often 46.1 µM), without a hit: top-dose activity, negative = toxicity, most hits filed as cytotoxic; actives 2% (n = 360,000); AID 686971;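 note: potency is the fitted concentration of half-maximal effect; 0% = DMSO wells and -100% = cell-free medium wells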
#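 After a 2 h attachment period, IDH1KD HT-1080 cells took pin-transferred compound for 48 h at 37 °C; ATP-based luminescence after 10 min room-temperature reagent incubation reported viability.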
# IL-1B inflam inh – blocks inflammasome-driven IL-1 beta release; THP-1 LPS/ATP IL-1B secretion, AlphaLISA, 16 h; stronger effect = lower value; activity change, % at 57.5 µM; actives 4.7% (n = 360,000); in the data active = activity change below about -50%; inconclusive = mostly about -30% to -49%; note: % is set by controls: 0 for no effect and ±100 for the full control effect
#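 THP-1 cells pretreated 1 hr with compounds (up to 57.5 uM final), then stimulated with LPS (250 ng/mL final) plus ATP (1.25 mM final); secreted IL-1B measured by AlphaLISA after 16 hr, decreased signal indicating inhibition.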
# ATXN2 expr inh – ATXN2 expression inhibition | HEK-293 ATXN2-luciferase reporter, luminescence, 24 h | Potency, µM (series often up to 57 µM), inactives show top-dose activity change, negative = inhibition, usual class: inhibitors | actives 0.72% (n = 360,000) | AID 1745845; note: potency is the fitted concentration of half-maximal effect; % is set by controls: 0 for no effect and ±100 for the full control effect; nearly all actives have a fitted effect of over 55% in size
#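 qHTS (up to 57 uM final) was run with 24 h compound exposure of reporter cells at 37 °C. Each well was multiplexed: SteadyGlo luminescence measured ATXN2-luciferase expression after a fluorogenic Gly-Phe-AFC viability readout (25 uM final).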
# Starred values were filed as active, the others as inactive; ? = inconclusive; · = not tested or not shown; [ ] = another dose, or the depositor's remark. Unless noted, calls come from the whole dose curve; as a rule, active = well fitted curve in the direction sought with a large enough effect; inconclusive = small, poorly fitted or top-dose-only effect, or another doubt; inactive = no such curve, though single readings can be large; an effect the other way counts as inactive or inconclusive.
smiles,KB-3-1 cytotox,WRN inhibitor,KB-V1 MDR tox,MCF10A rerep,HT1080-NT tox,SW480 rerep,HT1080 IDH1KD tx,IL-1B inflam inh,ATXN2 expr inh
O=C(CSc1nnc(CNC(=O)c2ccc(F)cc2)o1)Nc1nccs1,18.7%,-23.0%,5.5%,2.6%,0.6%,0.9%,-19.6%,0.1,-19.6%
C=CCNc1c2c(nc3nnnn13)CCCC2,-2.2%,-18.7%,2.8%,-8.9%,-7.8%,7.9%,-1.1%,0.6,-27.7%
O=C(Nc1cccc(S(=O)(=O)N2CCCC2)c1)c1cccc(S(=O)(=O)N2CCOCC2)c1,-4.0%,-4.0%,-1.7%,4.2%,-3.8%,-8.1%,6.7%,50.3,·
C/C(Cl)=C/CN1C(=O)C2C3C=CC(C3)C2C1=O (stereo unspecified),-2.2%,0.5%,0.0%,1.3%,-0.5%,-13.4%,-1.8%,-2.6,-2.9%
O=C(NCc1ccccn1)C(=O)NN=C1CCCCCCC1,6.9%,-2.6%,?,2.0%,0.1%,4.1%,0.8%,1.7,-11.1%
CC1CCCN(C(=O)c2ccc(-c3ccccc3Cl)o2)C1 (stereo unspecified),-10.2%,-7.9%,6.3%,?,-13.4%,-58.9%[inhibitor],-7.7%,-17.2,80.2%[activator]
O=C(c1ccc(CSc2ccccc2)cc1)N1CCCCCC1,-10.4%,-23.3%,?,16.2%,3.7%,?,2.4%,-19.7,43.8%[activator]
Cc1ccc(S(=O)(=O)NCc2ccccc2)cc1C(=O)NCc1ccccn1,-0.3%,0.1%,-2.9%,-0.3%,-5.4%,?,-2.5%,33.5,-12.7%
O=S(=O)(c1ccccc1F)N1CCN(C(=S)NCc2ccccc2)CC1,10.9%,6.4%,-8.3%,17.5%,-0.5%,0.1%,-4.8%,-11.2,-5.7%
Cc1cc(C)n(/N=C/c2c[nH]c3ccccc23)c(=O)c1C#N,-5.4%,-4.1%[57.1 µM],?,?,-2.3%,-4.6%,-1.0%,15.8,-13.7%
CC[C@H](C)Cc1cn([C@@H](CCCCNC(=O)OC(C)(C)C)C(=O)NCCCCCCCCCCC(=O)N2CCN(C(=O)OC(C)(C)C)CC2)nn1,-1.5%,-5.8%,-3.8%,-1.8%,-1.6%,-5.1%,-2.5%,6.9,?
COc1ccc(C(=O)N(CN2CCCC2=O)c2ccc(C)cc2)cc1,-0.5%,0.2%,-11.3%,-0.3%,-3.9%,-13.4%,-9.8%,22.4,·
CC(C)c1cccc(-c2ccc3c(c2)S(=O)(=O)c2cccc(C(=O)O)c2C3=O)c1,26.2%,-11.9%,?,-11.0%,4.2%,-2.0%,2.6%,3.5,7.7%
CN(C)CCNc1ccc(Cl)cc1[N+](=O)[O-],20.9%,-3.9%,0.3%,-6.7%,12.3%,-6.3%,9.5%,2.9,2.9%
Cc1ccccc1-c1nn(-c2ccc(F)cc2F)cc1CNCC(C)O (stereo unspecified),0.4%,-1.2%,-0.7%,0.8%,-0.5%,-2.4%,-9.6%,-19.1,·
O=C1C(Cc2c[nH]c3ccccc23)NC(=S)N1C1CCCCC1 (stereo unspecified),-16.3%,0.7%,?,6.6%,-21.8%,8.0%,?,-24.1,-13.5%
COc1ccccc1NC(=O)COC(=O)C12CC3CC(CC(Br)(C3)C1)C2,1.5%,-7.4%,10.8%,7.2%,1.2%,-22.6%,5.6%,16.9,-2.7%
O=S(=O)(Nc1cccc(S(=O)(=O)N2CCCC2)c1)c1ccccc1F,·,-5.6%,·,0.8%,0.9%,-2.0%,3.3%,9.9,-2.5%
O=C(NCCCN1CCCC1=O)c1cccnc1,-0.7%,-6.3%,-0.4%,1.0%,18.4%,3.5%,-2.2%,13.0,0.6%
CC(C)(C)NC(=O)CN(C(=O)CNC(=O)c1cccs1)c1ccccc1F,4.4%,6.1%,-10.1%,-1.2%,-1.8%,-1.1%,9.6%,0.0,-1.4%
COc1cc(/C=N/NC(=O)c2ccc([N+](=O)[O-])cc2Cl)cc(Br)c1O,3.2%,-32.0%[57.1 µM],26.6%,0.8%,-0.7%,0.6%,-12.0%,7.3,1.6%
N#Cc1cc(-c2ccccc2)cn(Cc2c(Cl)cccc2Cl)c1=O,24.0%,12.4%,1.3%,0.4%,17.4%,10.5%,16.0%,5.4,0.0%
COc1ccc(C)cc1S(=O)(=O)NCc1cccs1,-2.5%,-1.1%,-0.3%,-2.6%,0.2%,?,-4.0%,-11.4,25.9%
O=C(Cn1cnc2cc([N+](=O)[O-])ccc2c1=O)Nc1ccc2c(c1)OCO2,14.4%,19.3%,?,-11.3%,0.9%,-4.1%,4.7%,55.9,-9.1%
O=C(c1ccco1)N1CCN(c2cccc(Cl)c2)CC1,11.1%,-3.3%,2.4%,19.1%,2.3%,0.6%,1.0%,-19.5,15.5%
Cc1ccc(-c2nc(Nc3cccc(O)c3)c3ccccc3n2)cc1,6.0%,-6.8%,1.9%,?,?,-7.7%,-27.8%,?,-30.3%
COc1ccc(Cl)cc1NC(=O)CN(C)C(=O)C12CC3CC(CC(Cl)(C3)C1)C2,-21.2%,-8.7%,?,21.7%,-8.9%,16.8%,?,-25.3,-8.2%
Cc1nn(C(=O)CCCn2cc([N+](=O)[O-])cn2)c(C)c1Cl,?,2.8%,7.9%,-5.4%,13.9%,-17.0%,16.0%,16.0,19.1%
Cc1cccc(C)c1OCC(=O)Nc1ccccc1C(F)(F)F,3.3%,-5.9%,2.6%,1.3%,-1.6%,4.2%,-1.6%,31.3,19.2%
O=C(CCn1nnc2ccccc21)Nc1nnc(COc2ccc(F)cc2)s1,15.8%,4.9%,0.0%,8.4%,-16.7%,-9.9%,-25.4%,16.6,-0.6%

# Five of the entries above in order of their number in SW480 rerep, falling:
Structure | WRN inhibitor | SW480 rerep | IL-1B inflam inh
Cc1ccccc1-c1nn(-c2ccc(F)cc2F)cc1CNCC(C)O (stereo unspecified) | -1.2% | -2.4% | -19.1
CC[C@H](C)Cc1cn([C@@H](CCCCNC(=O)OC(C)(C)C)C(=O)NCCCCCCCCCCC(=O)N2CCN(C(=O)OC(C)(C)C)CC2)nn1 | -5.8% | -5.1% | 6.9
Cc1ccc(-c2nc(Nc3cccc(O)c3)c3ccccc3n2)cc1 | -6.8% | -7.7% | ?
O=C(Nc1cccc(S(=O)(=O)N2CCCC2)c1)c1cccc(S(=O)(=O)N2CCOCC2)c1 | -4.0% | -8.1% | 50.3
C/C(Cl)=C/CN1C(=O)C2C3C=CC(C3)C2C1=O (stereo unspecified) | 0.5% | -13.4% | -2.6

# Remaining list, next part
smiles,KB-3-1 cytotox,WRN inhibitor,KB-V1 MDR tox,MCF10A rerep,HT1080-NT tox,SW480 rerep,HT1080 IDH1KD tx,IL-1B inflam inh,ATXN2 expr inh
Cn1cc(/C=C(\NC(=O)c2ccccc2Cl)C(=O)NCCN2CCOCC2)c2ccccc21,0.7%,-1.0%,7.2%,-0.8%,7.7%,-9.9%,0.0%,-3.9,·
CN(C)CCNC(=O)CN1C(=O)CSc2ccc(S(=O)(=O)N3CCCCC3)cc21,0.6%,2.8%,?,-0.9%,21.2%,6.2%,10.8%,-20.5,2.9%
CC1CN(C(=O)C(C)N2C(=O)c3ccccc3C2=O)CC(C)O1 (stereo unspecified),?,8.3%,10.0%,0.7%,15.0%,2.6%,7.2%,0.0,2.9%
COc1cccc(C(=O)N2CCC(O)(c3cccnc3)CC2)c1,12.0%,0.7%,12.3%,26.6%,24.8%,22.7%,12.6%,8.6,-7.7%
CCC(=O)c1ccc(OCC(=O)OCC(=O)NCCCc2ccccc2)cc1,20.0%,1.2%,6.7%,-3.3%,14.4%,-3.1%,0.2%,6.8,2.3%
Cc1cc(C)cc(C(=O)NCC(=O)OCc2cc([N+](=O)[O-])cc3c2OCOC3)c1,-4.6%,0.3%,-2.3%,?,8.4%,1.5%,?,12.2,-5.7%
CCOC(=O)C1=C(C)NC(C)=C(C(=O)OCC)C1c1cc2ccc(C)cc2[nH]c1=O,6.51µM*,6.2%,-15.4%,?,18.4µM*,?,8.2µM*,51.1,-5.0%
O=C(COc1ccc2ccccc2c1)NNC(=O)c1cccs1,?,-16.9%,8.6%,0.9%,6.4%,·,11.6%,7.1,-3.3%
OC(CNCc1ccco1)Cn1c2ccc(Br)cc2c2cc(Br)ccc21 (stereo unspecified),11.1%,-19.2%,2.0%,?,?,?,?,-59.0*,?
COc1cc(C(=O)N(CCCO)Cc2cc3ccc(C)c(C)c3[nH]c2=O)cc(OC)c1OC,28.3%,-0.1%,-3.3%,-2.2%,4.9%,1.3%,2.8%,-1.9,3.7%
Oc1ccc(-c2csc(-c3cccnc3)n2)c(O)c1,5.8µM*,-28.1%,?,?,?,?,-18.7%,?,-13.1%
CCCOc1ccc(C(CC(=O)O)NC(=O)Cc2ccccc2)cc1 (stereo unspecified),0.3%,-4.3%,12.5%,-0.1%,-1.5%,-2.1%,-1.6%,-9.8,14.4%
O=C1CN(C(=O)COc2ccc(Br)cc2F)c2ccccc2N1,-0.3%,-10.7%,?,-10.2%,13.2%,·,13.4%,-6.6,6.6%
Cc1cc(C(F)(F)F)n(-c2nc(C(=O)O)cs2)n1,19.8%,4.2%,-2.5%,?,-2.8%,-24.1%,-0.7%,19.3,5.1%

# Copied from the list:
# KB-V1 MDR tox result of Cc1cc(C)cc(C(=O)NCC(=O)OCc2cc([N+](=O)[O-])cc3c2OCOC3)c1 stands at -2.3%
# MCF10A rerep result of COc1cccc(C(=O)N2CCC(O)(c3cccnc3)CC2)c1 stands at 26.6%

# The order is random. About 12% of those tested had a hit in this group.
